USP10 inh: human USP10 deubiquitinase inhibition | inhibition, % at 20 µM | purified USP10, Ub-rhodamine fluorescence, 60 min | 47,000 compounds, 1.1% hits
OTUD3 block: blocks human OTUD3 ubiquitin-rhodamine cleavage; Q5T2D3; purified OTUD3, Ub-rhodamine fluorescence, 2 h; inhibition, % at 25 µM; 47,000 compounds, 0.7% hits; AID 1645858
USP28 inh: blocks human USP28 ubiquitin-rhodamine cleavage; inhibition, % at 25 µM; 47,000 compounds, 3% hits; Q96RU2; AID 1645857; purified USP28, Ub-rhodamine cleavage fluorescence, 30 min
USP8 inh: blocks human USP8 ubiquitin-rhodamine cleavage; P40818; 47,000 compounds, 4.2% hits; AID 1645853; inhibition, % at 20 µM; purified USP8, Ub-rhodamine cleavage fluorescence, 30 min
USP7 block: blocks human USP7 ubiquitin-rhodamine cleavage; Q93009; purified USP7, Ub-rhodamine cleavage fluorescence; inhibition, % at 20 µM; 47,000 compounds, 0.3% hits; AID 1645854
Target sequence (Q93009 whole entry, looked up): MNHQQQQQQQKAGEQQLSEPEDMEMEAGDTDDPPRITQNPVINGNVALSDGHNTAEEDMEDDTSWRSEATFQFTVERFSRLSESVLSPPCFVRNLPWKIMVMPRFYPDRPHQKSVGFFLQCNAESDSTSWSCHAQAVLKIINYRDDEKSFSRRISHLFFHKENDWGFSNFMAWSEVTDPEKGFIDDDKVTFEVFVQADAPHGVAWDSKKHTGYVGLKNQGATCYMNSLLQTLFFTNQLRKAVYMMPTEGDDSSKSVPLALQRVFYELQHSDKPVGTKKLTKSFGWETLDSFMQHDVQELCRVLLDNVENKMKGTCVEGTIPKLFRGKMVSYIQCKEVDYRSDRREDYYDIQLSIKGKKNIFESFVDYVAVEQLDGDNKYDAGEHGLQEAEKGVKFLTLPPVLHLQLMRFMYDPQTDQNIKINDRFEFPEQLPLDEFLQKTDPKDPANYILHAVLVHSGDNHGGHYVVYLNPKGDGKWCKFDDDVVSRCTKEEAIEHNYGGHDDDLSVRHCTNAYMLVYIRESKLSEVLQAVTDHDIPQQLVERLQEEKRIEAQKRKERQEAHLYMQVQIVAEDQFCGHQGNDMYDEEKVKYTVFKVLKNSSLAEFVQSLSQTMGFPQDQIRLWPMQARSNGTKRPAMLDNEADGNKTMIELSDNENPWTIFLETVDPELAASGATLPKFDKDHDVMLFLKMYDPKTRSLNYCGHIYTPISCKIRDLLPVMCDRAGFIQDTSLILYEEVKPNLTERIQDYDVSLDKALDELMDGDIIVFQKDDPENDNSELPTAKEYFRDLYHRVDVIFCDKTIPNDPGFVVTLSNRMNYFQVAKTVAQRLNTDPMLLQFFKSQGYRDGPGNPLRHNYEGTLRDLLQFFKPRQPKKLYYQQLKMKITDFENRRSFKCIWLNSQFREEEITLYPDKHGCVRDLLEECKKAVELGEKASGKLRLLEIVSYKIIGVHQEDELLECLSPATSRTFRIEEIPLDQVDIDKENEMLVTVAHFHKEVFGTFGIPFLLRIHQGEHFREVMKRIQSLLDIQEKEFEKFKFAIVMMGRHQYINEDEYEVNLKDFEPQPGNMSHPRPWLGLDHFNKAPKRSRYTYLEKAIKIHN
USP30 inh: blocks human USP30 ubiquitin-rhodamine cleavage. purified USP30, Ub-rhodamine cleavage fluorescence. inhibition, % at 25 µM. 47,000 compounds, 5.3% hits. AID 1645860. Q70CQ3
USP17 block: human USP17-like deubiquitinase inhibition. A8MUK1. purified USP17, Ub-rhodamine cleavage fluorescence, 3 h. AID 1645855. 47,000 compounds, 6.5% hits. inhibition, % at 50 µM
UCHL1 block: inhibitors of human UCHL1 deubiquitinase; purified UCHL1, Ub-rhodamine cleavage fluorescence; inhibition, % at 20 µM; 47,000 compounds, 0.2% hits; AID 1645859
The depositor's hits bear a star; x = no result given. Rule as the data show it: active = inhibition above about 30%; inactive = the rest. Random draw from the library. About 13% of those tested had a hit in this group.

USP10 inh	OTUD3 block	USP28 inh	USP8 inh	USP7 block	USP30 inh	USP17 block	Compound	UCHL1 block
-10	-4	1	3	-3	-37	-17	O=C(NCC(c1ccc(F)cc1)N1CCOCC1)c1cc2ccccc2o1 (stereo not given)	0
4	-6	-9	7	0	1	0	O=C(c1ccc2c(c1)nnn2C1CCCC1)N1CCN(c2ccccc2)CC1	-1
-1	15	7	7	0	16	6	O=C(CC1C(=O)Nc2ncnn21)Nc1ccc2c(c1)OCCO2 (stereo not given)	0
-1	-5	-4	0	-1	-10	-1	COC[C@H]1C[C@@H]2CN(S(=O)(=O)c3ccc(OC)cc3)C(C)[C@H]1N2C (stereo not given in full)	-3
-1	-9	-9	-7	-1	-19	-8	CNC(=O)c1cc(-c2ccc3c(c2)OCO3)nc2ccccc12	-1
1	-1	-6	-19	-8	-3	-2	COc1cccc(CN2C[C@@]34CN(C(=O)c5cnc(C)cn5)C[C@@H](C[C@@H]3S2(=O)=O)O4)c1	-2
-8	-41	-40	-35	-3	-225	-43	CN(C)c1nc2c(cc1C(=O)N1CCCC1)CCN(Cc1cccnc1)CC2	-6
-3	-1	-9	20	2	-41	-57	COCCn1c(SCC(=O)Nc2ccc(NC(=O)c3ccco3)c(OC)c2)nc2ccccc2c1=O	4

Given tab-delimited: two of the compounds above.
SMILES	USP10 inh	OTUD3 block	USP28 inh	USP8 inh	USP7 block	USP30 inh	USP17 block	UCHL1 block
COCCn1c(SCC(=O)Nc2ccc(NC(=O)c3ccco3)c(OC)c2)nc2ccccc2c1=O	-3	-1	-9	20	2	-41	-57	4
O=C(NCC(c1ccc(F)cc1)N1CCOCC1)c1cc2ccccc2o1 (stereo not given)	-10	-4	1	3	-3	-37	-17	0

Remaining list, next part
USP10 inh	OTUD3 block	USP28 inh	USP8 inh	USP7 block	USP30 inh	USP17 block	Compound	UCHL1 block
0	10	17	11	-32	29	8	COc1cn(CC(=O)Nc2cccc(F)c2)c(CSc2ccccc2)cc1=O	4
-1	2	3	-1	1	-11	-1	O=C(NCC1CCCCC1)C1CCN(c2cnc(N3CCCCC3)nc2)CC1	0
2	-9	-15	-15	0	-9	x	Cc1cccc(NC(=O)NC2CCc3ncc(C(F)(F)F)n3C2)c1 (stereo not given)	-2
2	-2	-7	-81	-2	-9	-35	O=C(NCc1cccs1)C(NS(=O)(=O)c1cccc2nsnc12)c1ccccc1 (stereo not given)	-2
-1	-5	-6	-29	20	4	-6	O=C(CN1CC(=O)c2ccccc2S1(=O)=O)Nc1ccccc1	-1
8	6	-11	-14	0	12	-11	Cc1cccc(-n2nnc3c(=O)n(C(C)c4ccccc4)cnc32)c1 (stereo not given)	0
0	3	-1	-12	-3	12	3	O=C(c1ncccn1)N1CCC[C@@]2(C[C@@H](Oc3ccccc3F)CO2)C1	-1
3	11	-6	0	8	6	-3	COc1cc2nc(SCC(=O)N3CCN(c4ccccc4)CC3)n3nc(CCn4nc(C)cc4C)nc3c2cc1OC	3
-6	-31	-36	-23	-26	-206	-18	O=C(NCC1CC1)c1cc(-c2ccn(C3CCCC3)n2)n2ccccc12	-2
-9	-36	-59	-17	-11	-162	-32	COc1ccc(C(=O)NCCCn2c(-c3ccc(C)cc3)nc3cccnc32)cc1OC	-11
1	2	-1	1	-5	3	-3	Cc1cccc(CS(=O)(=O)N2CCC(C(=O)N3CCC(C)CC3)CC2)c1	-1
4	4	0	10	0	5	-10	CCCn1cc(-c2nc(-c3ccccn3)no2)c(=O)c2ccccc21	0
12	9	2	7	-6	14	9	Cc1ccc(C)c(OCCCn2c(CCNC(=O)C3CCCCC3)nc3ccccc32)c1	12
1	1	-3	20	6	0	-7	Cc1ccc(-c2cc3nc4c(c(=O)n3[nH]2)CCCC4)cc1	0
-1	-2	-2	-6	0	-9	-6	Cc1cc(Cl)ccc1NC(=O)c1ccc(=O)[nH]c1	0
-15	-13	-18	-33	-8	-81	-34	COc1c2c(c(C)c3c1C(=O)OC3)O[C@@]1(C)CC[C@@]3(O)C(C)(C)OC(=O)CC[C@]3(C)[C@H]1C2	-6

2 records drawn at random from the list so far:
USP10 inh	OTUD3 block	USP28 inh	USP8 inh	USP7 block	USP30 inh	USP17 block	Compound	UCHL1 block
-15	-13	-18	-33	-8	-81	-34	COc1c2c(c(C)c3c1C(=O)OC3)O[C@@]1(C)CC[C@@]3(O)C(C)(C)OC(=O)CC[C@]3(C)[C@H]1C2	-6
12	9	2	7	-6	14	9	Cc1ccc(C)c(OCCCn2c(CCNC(=O)C3CCCCC3)nc3ccccc32)c1	12

Additional structures
USP10 inh	OTUD3 block	USP28 inh	USP8 inh	USP7 block	USP30 inh	USP17 block	Compound	UCHL1 block
-4	-7	-7	-4	-36	-16	-11	CC1CCN(C(=O)c2snc3c(=O)n(Cc4ccccc4)c(=O)[nH]c23)CC1	-4
-2	-10	-7	-12	-4	-19	-16	CCc1cc(CN2CCN(CC)CC2)c(NC(=O)c2ccccc2)s1	-2
-4	-5	-11	-1	1	-18	-17	Cc1ccc(C)c(NC(=O)C2CCCN(S(=O)(=O)N3CCOCC3)C2)c1 (stereo not given)	-2
-3	2	26	68*	-27	-18	36*	c1coc(-c2nc3ccccc3n2CCC2CCCCC2)c1	-4
1	19	11	11	78*	18	9	COc1ccccc1OCCSc1nnc(-c2ccc3c(c2)OCCCO3)n1C	2
6	4	10	7	13	27	x	Cc1ccc(S(=O)(=O)c2cnc3ccccc3c2Nc2ccc3c(c2)OCCO3)cc1	9
3	-1	x	3	3	x	36*	Cc1cccc(C(=O)Nc2noc3nc(C)ccc23)c1	1
1	-5	-3	5	4	-3	0	Cc1ccc2cc(CNC3CCCCC3)c(=O)[nH]c2c1	-4

The list goes on, overlapping the part above by 2 compounds.
USP10 inh	OTUD3 block	USP28 inh	USP8 inh	USP7 block	USP30 inh	USP17 block	Compound	UCHL1 block
3	-1	x	3	3	x	36*	Cc1cccc(C(=O)Nc2noc3nc(C)ccc23)c1	1
1	-5	-3	5	4	-3	0	Cc1ccc2cc(CNC3CCCCC3)c(=O)[nH]c2c1	-4
10	0	-4	34*	7	-2	4	CNC(=O)Cc1ccc(NC(=O)/C=C/c2cn(-c3ccccc3)nc2-c2ccc(F)cc2)cc1	1
9	12	9	12	7	26	25	CSCC[C@H](NC(=O)[C@H](Cc1ccccc1)n1c(=O)[nH]c2ccccc2c1=O)C(=O)N[C@@H](Cc1ccccc1)C(=O)O	7
-10	-12	-15	-17	-3	-14	-22	CCOc1ccc2[nH]c3c(=O)n(CCCN4CCOCC4)cnc3c2c1	-8
11	12	0	14	4	21	6	COc1cccc(CNC(=O)CCc2c(C)c3c(C)nn(-c4ccccc4)c3n(C)c2=O)c1	1
4	5	0	1	4	3	9	O=C(N1CCOCC1)N1CCC2(CC1)CCN(c1ncccn1)CC2	0
0	-1	2	0	0	-1	1	COc1ccc(N(Cc2ccno2)S(=O)(=O)c2ccccc2)cc1	-2
0	-2	-4	-7	-2	-25	-5	Cc1ccc(N2CCN(C(=O)c3csc(C(=O)NC4CC4)n3)CC2)cc1	-1
2	0	0	0	0	7	-9	CC[C@]12CCCN3CCc4c(n(c5ccccc45)C(=O)C1)[C@@H]32	2
-1	0	0	-1	3	-30	-13	FC(F)(F)c1cccc(-c2cc(N3CCOCC3)nc(-c3ccccn3)n2)c1	5
-9	-25	-20	-14	-8	-53	-19	CN1CCCN(c2nc(-c3cccnc3)nc3ccccc23)CC1	-7
1	1	8	-2	3	-4	7	COc1ccccc1NC(=O)N1CCOc2ccc(C)cc21	1
-1	-4	6	0	0	10	0	Cc1ccc(-c2nc(C)sc2CC(=O)Nc2ccccc2N2CCOCC2)cc1	3
-3	-5	-8	-227	-4	-11	-49	Cc1cc(C)cc(CN2Cc3[nH]nc(C(=O)N(C)C)c3C2)c1	-2
-4	33*	-2	-277	-1	-3	-40	Cc1noc(C)c1CN1CC[C@H]2O[C@H](C(=O)NCc3ccco3)CC[C@H]21	-5
-5	0	8	25	-8	-11	x	COc1ccc(C2CC(c3ccccc3O)=NC3(CCN(C(C)=O)CC3)N2)cc1 (stereo not given)	-1
-3	-14	-74	0	5	-125	-64	Cc1ccc(C(=O)NCc2ccc3c(c2)OCO3)cc1NC(=O)c1nsc2ccccc12	-3
2	0	5	0	0	2	49*	O=C(NC1CCCCCC1)C(Cc1ccccc1)NS(=O)(=O)c1ccc2c(c1)OCCO2 (stereo not given)	-3
0	8	x	0	2	x	12	Clc1ccc(Cc2nc(-c3ccc(N4CCOCC4)cc3)no2)cc1	2
-2	-1	-4	-5	2	-41	-13	O=C(Nc1cccnc1)c1cncc(NS(=O)(=O)c2ccc(F)cc2)c1	0
1	1	0	10	-3	6	-21	Cc1cc(C2CCCN2C(=O)c2cc(-c3ccc(Cl)cc3)on2)no1 (stereo not given)	2
-3	-10	-14	-11	-5	-36	-22	CCc1nc2cccnc2n1C1CCN(C(=O)Nc2ccccc2)C1 (stereo not given)	-6
0	8	5	-16	7	15	-25	CC(C)CN1CCS(=O)(=O)[C@@H]2CCN(C(=O)C(C)(C)C)CC[C@@H]21	2
-6	-29	-16	-95	-16	-77	-65	O=[N+]([O-])c1ccc(N2CCC3(CC2)OCC=CCO3)cc1	-4
14	-18	-12	0	0	-56	40*	CC(OC(=O)c1c2c(nc3ccccc13)CCCC2)C(=O)Nc1ccc(N(C)C)cc1 (stereo not given)	-1
1	6	3	19	6	4	20	O=C(CC[C@@H]1NC(=O)N(Cc2ccccc2)C1=O)Nc1ccc2c(c1)OCO2	0
-3	-79	-69	-79	-13	-331	-58	COc1cc2nc(SCc3cnc(Cl)s3)n(Cc3ccco3)c(=N)c2cc1OC	-2
-1	1	0	4	2	1	9	NC(=O)CN1CCCC(c2nccnc2-c2ccccc2F)C1 (stereo not given)	-5
2	16	14	22	15	22	21	COc1cccc(COc2ccc(N(C)S(=O)(=O)c3ccccc3)cc2)c1	6
2	11	6	-33	4	10	6	Cn1ccnc1CN1CCC2(CC1)CCN(c1ncccn1)CC2	1
-11	7	19	-172	-4	25	-4	Cc1nn(-c2nc3ccccc3o2)c2c1C(c1ccccc1[N+](=O)[O-])CC(=O)N2 (stereo not given)	-2
-1	5	-1	2	-7	3	4	Cc1c(C(=O)N2CCCC2)cnn1-c1cc(-c2nc(C(C)(C)C)no2)ccn1	-2
-1	-6	-13	2	-3	-11	-19	Cc1ccc(C(=O)NC2CCCC2)s1	-1
-15	-22	-16	-29	-11	-116	18	CN1Cc2c(C(=O)N3CC=CC3)ncn2-c2ccccc2S1(=O)=O	10
1	10	6	23	5	20	20	Cc1cc(F)ccc1NC(=O)NC(C)(C(F)(F)F)C(F)(F)F	3
1	-3	-9	0	0	0	-7	CCc1noc(-c2ccc(-n3cnc(C(=O)NC4CCCCC4)c3)nc2)n1	-3
0	2	7	3	-16	9	6	CC(C)CC(=O)N1CCCC(c2nn(CCOc3ccccc3)c3nccnc23)C1 (stereo not given)	1
-5	-19	-32	58*	-6	-121	-5	COc1ccc(C(=O)Nc2cc(OC)c(NC(=O)CN3CCOCC3)cc2OC)cc1	1
0	4	3	10	1	11	9	COc1ccc(-c2cccc(C3CN(Cc4cnn(C)c4)CCO3)n2)cc1 (stereo not given)	3

Single entries from the list.
`Cc1cc(F)ccc1NC(=O)NC(C)(C(F)(F)F)C(F)(F)F` in USP17 block is listed with 20
`COc1ccc(C(=O)Nc2cc(OC)c(NC(=O)CN3CCOCC3)cc2OC)cc1` in USP10 inh is listed with -5
`CCc1noc(-c2ccc(-n3cnc(C(=O)NC4CCCCC4)c3)nc2)n1` in USP30 inh is listed with 0
